M1 PAM = positive allosteric modulators of human M1 muscarinic receptor. CHO-K1 hM1, Fluo-8 calcium fluorescence, ACh EC20; 0% = ACh EC20, 100% = maximal ACh. activation, % at 3 µM. hit rate 0.088% among 360,000. AID 588819; in the data active means activation above about 19%, passing the limit was not always enough
Target sequence (P11229 whole entry, looked up): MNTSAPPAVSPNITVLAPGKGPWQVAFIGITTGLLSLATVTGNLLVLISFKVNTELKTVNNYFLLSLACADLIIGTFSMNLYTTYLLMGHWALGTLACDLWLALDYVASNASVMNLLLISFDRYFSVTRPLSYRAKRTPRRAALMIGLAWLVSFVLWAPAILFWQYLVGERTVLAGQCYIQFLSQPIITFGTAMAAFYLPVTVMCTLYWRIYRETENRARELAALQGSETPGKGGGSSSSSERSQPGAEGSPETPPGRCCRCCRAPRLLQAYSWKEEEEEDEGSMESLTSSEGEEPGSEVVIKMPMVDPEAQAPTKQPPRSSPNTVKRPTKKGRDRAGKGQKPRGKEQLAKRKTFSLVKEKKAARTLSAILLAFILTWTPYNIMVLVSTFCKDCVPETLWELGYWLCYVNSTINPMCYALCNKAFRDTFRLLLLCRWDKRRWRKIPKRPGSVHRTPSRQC
TAAR1 antagonist = antagonists of human TAAR1. CHO RD-HGA16 TAAR1, Fluo-8 calcium fluorescence, antagonist. inhibition, % at 3 µM. hit rate 1.5% among 360,000. AID 624466;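 active means inhibition above a per-plate cutoff, the mean inhibition of test compounds on that plate plus 3 SD, cut at about 49% in these data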;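 further: 0% = DMSO plus EC80 beta-PEA response and 100% = DMSO alone without agonist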
Target sequence (Q96RJ0 whole entry, looked up): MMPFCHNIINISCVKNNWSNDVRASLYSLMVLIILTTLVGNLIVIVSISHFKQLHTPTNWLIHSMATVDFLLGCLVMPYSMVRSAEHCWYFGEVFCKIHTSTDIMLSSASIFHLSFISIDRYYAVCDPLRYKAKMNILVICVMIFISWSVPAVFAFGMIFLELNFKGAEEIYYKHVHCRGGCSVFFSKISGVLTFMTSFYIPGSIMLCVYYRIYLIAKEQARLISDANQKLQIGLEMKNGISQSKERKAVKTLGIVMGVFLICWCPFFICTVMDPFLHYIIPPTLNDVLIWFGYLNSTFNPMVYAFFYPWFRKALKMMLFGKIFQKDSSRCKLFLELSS
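test system = CHO RD-HGA16 cells bearing hTAAR1 | replication = singlicate | controls = DMSO-only wells and EC80 β-PEA-stimulated wells | reagent = EC80 β-phenethylamine stimulus | read-out basis = percent inhibition of PEA-evoked calcium signal, max/basal emission ratio | schedule = seeding 17-24 h prior, 75-min 37 °C, 30-min RT dye loading | signal = kinetic Fluo-8 calcium fluorescence measurement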
CHO-K1 Ca PAM = counter-screen for M1 PAMs: effect in parental CHO-K1 cells; ATP EC20, Fluo-8 calcium fluorescence; 0% at ATP EC20, 100% at ATP max; hit rate 0.02% among 360,000; activation, % at 3 µM;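 active means activation above the run cutoff, the mean activation of all test compounds plus 3 SD, cut at about 40% in these data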;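 further: peak over basal fluorescence ratio in a 140 s read after ATP addition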
TAAR1 ag = agonists of human TAAR1; CHO RD-HGA16 TAAR1, Fluo-8 calcium fluorescence; vehicle wells 0%, saturating PEA agonist 100%; activation, % at 3 µM; hit rate 0.99% among 360,000;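 active means activation above the mean activation of all test compounds in the run plus 3 SD, cut at about 38% in these data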
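Benchmarks: low control DMSO, high control PEA (EC100); System: CHO RD-HGA16 cells carrying human TAAR1 plus Gα16; Detection: Fluo-8 fluorescence, 5 s baseline then 140 s kinetic read; Schedule: 17-24 h plating, Fluo-8 75 min 37 °C, 30 min RT; Read-out basis: % activation from peak over basal fluorescence ratio, DMSO-to-PEA scaled.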
CHO parental Ca = counter-screen: ATP calcium response change in parental CHO cells; parental CHO-K1, ATP-induced calcium, Fluo-8 fluorescence; inhibition, % at 5.6 µM; hit rate 0.63% among 330,000; AID 463079;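 active means inhibition above that plate's mean sample inhibition plus 3 SD, cut at about 26% in these data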;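 further: 0% = ATP-challenged DMSO wells and 100% = DMSO wells without ATP; some compounds past the cut are filed as inactive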
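test system = CHO parental line | reagent = ATP stimulus | measured by = intracellular calcium via Fluo-8 no-wash fluorescent dye | control set = ATP and no-ATP DMSO wells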
CHRM1 antagonist = blocks human M1 muscarinic receptor; P11229; CHO-K1 hM1, Fluo-8 calcium fluorescence, ACh EC80 antagonist; inhibition, % at 3 µM; hit rate 1.3% among 360,000;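 active means percent inhibition above its own plate's cutoff, namely the mean of that plate's compound wells plus 3 SD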;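 further: peak over basal fluorescence ratio during 140 s after agonist addition; 0% = ACh EC80 plus DMSO and 100% = DMSO alone without agonist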
CHO-K1 Ca antag = M1 antagonist counterscreen hit in parental CHO-K1 cells | AID 602250 | hit rate 0.6% among 360,000 | inhibition, % at 3 µM | ATP-induced calcium, Fluo-8 fluorescence;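 active means inhibition above a per-plate cutoff, the plate's mean sample inhibition plus 3 SD, cut at about 24% in these data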;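 further: 0% = DMSO plus EC80 ATP and 100% = DMSO alone without ATP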
CHO-K1 Ca ag = counter-screen for M1 agonists: effect in parental CHO-K1 cells | Fluo-8 calcium fluorescence; scaled to maximal ATP response, vehicle zero | activation, % at 3 µM | hit rate 0.48% among 360,000 | AID 602248; in the data active means activation above about 15%;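 further: untransfected CHO-K1 host cells lacking M1 receptor as counterscreen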
CHRM1 agonist = agonists of human M1 muscarinic receptor. CHO-K1 hM1, Fluo-8 calcium fluorescence, agonist mode; 0% DMSO, 100% acetylcholine EC100. activation, % at 3 µM. hit rate 0.33% among 360,000. AID 588814;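 active means activation above the run's mean compound activation plus 3 SD, cut at about 16% in these data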;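 further: peak over basal fluorescence ratio within a 140 s kinetic read after compound addition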
* hit, by the source's call; . = no result given; & = joins results of further samples.

SMILES | M1 PAM | TAAR1 antagonist | CHO-K1 Ca PAM | TAAR1 ag | CHO parental Ca | CHRM1 antagonist | CHO-K1 Ca antag | CHO-K1 Ca ag | CHRM1 agonist
CC(=O)c1sc(NC(=O)COc2ccc(Br)cc2)nc1C | -5 | 6 | 12 | 0 | -10 | 2 | -4 | 0.2 | -3
Cc1coc2c(C)c3oc(=O)c(CCC(=O)NCCC(=O)O)c(C)c3cc12 | 15 | 5 | 17 | 1 | 4 | -9 | -7 | 0.9 | -2
COc1ccc(OC)c(/C=C(\NC(=O)c2ccccc2)C(=O)N/N=C/c2ccc(C)s2)c1 | 2 | 2 | 4 | 8 | -8 | -18 | -15 | 1.5 | 0
COc1ccc(N=C2NN=C(c3ccc4c(c3)OCCO4)CS2)cc1 | 6 | 5 | 8 | 12 | -5 | -6 | 1 | -0.4 | -3
O=S(=O)(c1ccc(Cl)cc1)N1CCN(Cc2ccc(O)c3ncccc23)CC1 | -2 | -28 | 5 | 2 | -19 | -9 | -11 | 1.2 | -8
O=C1CC(SC(=Nc2ccccc2)Nc2ccccc2)C(=O)N1c1cccc2ccccc12 (stereo not given) | 4 | 2 | 10 | 2 | -7 | -10 | -8 | 0.6 | -4
Cc1cccc(C(=O)N2CCN(c3ccc(N4CCOCC4)nn3)CC2)c1 | 5 | -17 | 9 | -1 | -3 | -8 | -6 | 0.6 | -5
COc1ccc(CCn2cnc3c([nH]c4ccccc43)c2=O)cc1 | -1 | 15 | 4 | 7 | -4 | 2 | -11 | 7.9 | -2
CCOC(=O)N1CCC(Nc2c(NCCN3CCN(Cc4ccccc4)CC3)c(=O)c2=O)CC1 | 0 | . | 4 | . | -1 | -6 | 4 | 0.0 | -7
Cn1c(SCC(=O)N/N=C/c2ccccn2)nnc1-c1ccccc1 | 10 | 11 | 2 | 1 | 2 | -15 | 6 | 1.2 | -3
Cc1ccccc1NS(=O)(=O)c1ccc(C(=O)NCC(c2ccco2)N(C)C)cc1 (stereo not given) | -3 | -14 | -8 | 5 | -12 | 4 | -7 | 3.0 | -6
Nc1ccc(S(=O)(=O)N2CCOCCOCCOCCOCCOCC2)cc1 | 14 | -11 | 12 | 3 | 3 | -16 | 1 | 0.0 | -3
COC(=O)c1sc(NC(=O)COc2c(C)cccc2C)nc1C | 18 | -11 | 16 | -2 | -13 | -25 | -2 | 0.1 | -3
CCOC(=O)c1cc(-c2ccccc2)sc1NC(=O)CN1C(=O)c2ccccc2C1=O | 7 | -8 | 8 | -3 | -17 | -10 | -5 | 0.0 | -2
COc1cc(C(C)=O)ccc1OCC(=O)NCC(c1ccc(F)cc1)N1CCOCC1 (stereo not given) | 17 | -3 | -5 | 1 | 8 | -15 | -6 | -0.3 | -1
CC(C)n1c(=O)c2ccccc2n1S(C)(=O)=O | . | -10 | 15 | 2 | . | . | -21 | 0.4 | .
CC(=O)c1cc(F)c(N2CCN(C(=O)c3ccco3)CC2)cc1C | -2 | -24 | 9 | 22 | -11 | -34 | -7 | 7.3 | 7
O=C1NC(c2cccs2)Nc2ccccc21 (stereo not given) | 6 | -13 | 17 | 3 | 15 | -18 | -10 | 0.3 | -3
Cc1ccc(NC(=O)NCCCN2CCCC2=O)cc1Cl | 16 | -22 | -5 | 4 | -7 | -15 | 5 | 2.2 | -2
CS(=O)(=O)c1ccc(Cl)c(NC(=O)c2cc(=O)[nH]c3ccc(S(=O)(=O)N4CCOCC4)cc23)c1 | 4 | 8 | 7 | 2 | -12 | -8 | -12 | 1.5 | -2
COc1ccc(/C=N/Nc2nc(N3CCCC3)nc(N3CCCC3)n2)cc1O | -1 | 15 | 12 | 14 | -10 | 0 | -12 | 3.3 | -2
CN(C)CCn1c(NCc2ccc3c(c2)OCO3)nc2ccccc21 | 9 | -6 | 16 | 2 | . | -10 | -3 | 0.5 | -3
CCC(CC)NC(=O)COC(=O)CCC(=O)c1ccc(Cl)cc1 | 2 | 1 | 8 | 14 | -13 | 4 | -12 | 3.2 | -3
COc1ccc(NC(=O)CC2C(=O)N(C)C(=S)N2Cc2cccs2)cc1 (stereo not given) | -4 | -1 | -2 | 2 | -5 | 7 | 11 | 0.6 | -5
Cc1cc(Cl)c(S(=O)(=O)Nc2ccccn2)cc1OCC(N)=O | 0 | -6 | -2 | 1 | -4 | 11 | -5 | -0.1 | -3
COCCN(C(=O)CC(C)(C)C)c1nnc(-c2cccnc2)s1 | 13 | 7 | 21 | 2 | -13 | -13 | -10 | 0.4 | -2
COc1ccc2c(C=Nc3c(C)n(C)n(-c4ccccc4)c3=O)c(O)n(Cc3ccco3)c(=O)c2c1 | 6&4 | 9&-2 | 14&17 | 1&2 | -10 | -13&-10 | -16&-14 | 0.3&0.1 | -5&-8
CN(CCCC(=O)NCc1ccccc1)S(=O)(=O)c1ccc([N+](=O)[O-])cc1 | -3 | -15 | -7 | 2 | -13 | 1 | -8 | 1.7 | -4
COc1ccc(N(CC(=O)N/N=C/c2cc(OC)ccc2OC)S(=O)(=O)c2ccccc2)cc1 | 2 | -14 | 16 | 2 | -20 | -4 | -3 | 1.4 | -6
COCCN1C[C@@H](CO)O[C@@H](n2cnc3c(NCCO)ncnc32)C1 | 7 | -24 | 16 | 1 | . | -10 | -10 | 1.2 | 0

Some of the entries above, reformatted:
Molecule,M1 PAM,TAAR1 antagonist,CHO-K1 Ca PAM,TAAR1 ag,CHO parental Ca,CHRM1 antagonist,CHO-K1 Ca antag,CHO-K1 Ca ag,CHRM1 agonist
O=C1NC(c2cccs2)Nc2ccccc21 (stereo not given),6,-13,17,3,15,-18,-10,0.3,-3
CN(CCCC(=O)NCc1ccccc1)S(=O)(=O)c1ccc([N+](=O)[O-])cc1,-3,-15,-7,2,-13,1,-8,1.7,-4

Following part:
SMILES | M1 PAM | TAAR1 antagonist | CHO-K1 Ca PAM | TAAR1 ag | CHO parental Ca | CHRM1 antagonist | CHO-K1 Ca antag | CHO-K1 Ca ag | CHRM1 agonist
NS(=O)(=O)c1ccc(CCNC(=O)CCC(=O)c2cccs2)cc1 | 0 | -11 | 3 | 5 | -2 | 0 | -7 | 0.6 | -3
O=C(C1=C(O)C(=O)N(CC2CCCO2)C1c1cccc(O)c1)c1ccco1 (stereo not given) | -5 | -21 | -8 | 1 | 0 | 10 | -8 | 0.0 | -2
Cc1ccc2nc(-c3ccccc3)cc(C(=O)O)c2c1 | 11 | 2 | 25 | 13 | -12 | -12 | -3 | 0.4 | -2
O=c1[nH]c(=O)n(C2OC(CO)C(O)C2O)cc1N1CCOCC1 (stereo not given) | 19 | -16 | 10 | 1 | . | -25 | -15 | 1.0 | -1
C=C1SC(=Nc2ccccc2Cl)N(C(=O)c2sc3ccccc3c2Cl)C1(C)C | -2 | 13 | -1 | 0 | -34 | -4 | -14 | -0.5 | -9
CCOc1ccc2nc(NC(=O)Cn3c(C)csc3=O)sc2c1 | 10 | 14 | 18 | 0 | . | -11 | -6 | 6.2 | 0
COc1ccc(-c2cc(C(F)(F)F)nc(N3CCN(C)CC3)n2)cc1 | 1 | 4 | 20 | 6 | -20 | 6 | -32 | 1.7 | -3
O=C(c1c(Cl)cccc1Cl)N1CCN(c2cccc3[nH]ccc23)CC1 | 5 | -7 | 15 | 2 | -2 | -8 | -11 | 2.2 | -3
Cn1c(SCC(=O)NNC(=O)c2ccc(Cl)cc2)nnc1-c1cccnc1 | 14 | 5 | 19 | 12 | -4 | -14 | -22 | 0.6 | -10
O=C1NC2(CCCC2)C(=O)N1CCS(=O)(=O)Oc1ccccc1 | 6 | -7 | 4 | -1 | -5 | 2 | -18 | 1.2 | -2
COc1ccc(OCc2cc(C(=O)NC3CCc4ccccc43)no2)c(Cl)c1 (stereo not given) | -9 | -13 | 6 | 1 | 9 | 20 | 0 | 0.9 | -2
Cc1cccc(CN2[C@H](COCc3ccccc3)C=CS2(=O)=O)c1 | -5 | -2 | 8 | -2 | . | 19 | 14 | 1.3 | -4
COc1ccc(OC)c(NC(=O)N2CCc3ccccc3C2)c1 | 0 | -13 | -12 | 44* | -17 | 5 | 5 | 0.1 | -4
CCOC(=O)c1sc(NC(=O)c2ccc(S(=O)(=O)N(CC)CC)cc2)nc1C | 3 | -4 | 0 | 5 | 6 | -3 | 1 | 0.7 | -1
C[C@@H]1C2CC(C/C2=N\NC(=O)c2ccncc2)C1(C)C (stereo not given in full) | 22 | -1 | -1 | 3 | 7 | 3 | -8 | 1.0 | -2
CC(=O)Nc1ccc(-c2ccnc3c2CC(C)(C(=O)NCCN(C)C)O3)cc1 (stereo not given) | 2 | 2 | 11 | 1 | . | -7 | -7 | 0.8 | -7
Cc1nc2ccccc2nc1CC(O)(c1ccccc1)c1ccccc1 | -6 | 12 | 5 | -2 | . | 5 | -12 | -0.5 | -6
CCOc1ccccc1NC(=O)CC(O)(C(F)(F)F)C(F)(F)F | 7 | -17 | 17 | 3 | 7 | -5 | -21 | 0.7 | -4
CC(=O)Nc1ccc(S(=O)(=O)N2CCCC2)cc1 | -2 | -5 | 8 | -1 | -9 | -4 | -3 | 0.7 | -4
CN(Cc1nc(-c2ccc(Cl)cc2)no1)C(=O)CCN1C(=O)[C@H]2CC=CC[C@H]2C1=O | 9 | -30 | -1 | 4 | -23 | -13 | -13 | 11 | 0
COc1ccc(-c2nnc(SCC(=O)c3[nH]c(C)c(C(C)=O)c3C)o2)cc1 | -3 | 9 | 7 | 16 | -8 | -19 | 0 | 1.4 | 1
Cc1cc(OCCCC(=O)NC2=NCCS2)ccc1Cl | -6 | 13 | 0 | 10 | 7 | 14 | -3 | 3.9 | -2
CCc1cc(-c2n[nH]c(CCC(=O)O)c2-c2nc3ccccc3n2C)c(O)cc1O | 1 | 7 | 15 | 6 | 3 | 0 | -6 | 0.1 | -12
COc1cc(C(=O)Nc2cccc(-c3nc4ccccc4o3)c2C)cc(OC)c1OC | 3 | -16 | -2 | 6 | . | 0 | 8 | 0.1 | -2
O=C(NC(=S)Nc1ccc(N2CCOCC2)cc1)c1cccc(Cl)c1Cl | -1 | -29 | 17 | 2 | . | 7 | -11 | 0.5 | -1
COc1ccc(C(=O)NCCS(=O)(=O)N2CCOCC2)cc1 | 7 | -20 | 9 | 1 | 4 | -8 | -1 | 1.3 | 0
COc1cc(/C=N/n2nnnc2N)ccc1OCC(N)=O | -1 | . | 12 | . | -4 | 6 | 14 | 0.0 | 0
Nc1nonc1-n1nnc(C(=O)N/N=C/c2ccco2)c1CSc1ccccc1 | 21 | 0 | 16 | 3 | 1 | -23 | -9 | 0.9 | 2
CC(Oc1ccccc1F)C(=O)NNC(=O)c1cccc(S(=O)(=O)N2CCN(C)CC2)c1 (stereo not given) | 3 | -12 | -19 | 11 | -13 | 0 | -2 | 1.8 | -2
O=C(CCCOc1ccccc1)Nc1cccnc1 | 5 | -6 | 15 | 14 | -6 | -1 | -11 | 1.2 | -4
